PfHsp40 yeast – compounds rescuing yeast from Plasmodium falciparum HSP40 toxicity; actives 0.68% (n = 340,000); growth rescue, % at 12.5 µM; S. cerevisiae expressing PfHsp40, growth rescue, ATP luminescence; in the data active = growth rescue above about 28%, passing the limit was not always enough; inconclusive = no clear call, values can overlap the other calls;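 also: yeast W303a lacking pdr1 and pdr3 grown in galactose medium; growth measured after three days at 30 °C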
BoNT A protease – inhibitors of Botulinum neurotoxin A light chain protease; inhibition, % at 10 µM; multiplex microsphere protease substrate cleavage, flow cytometry; actives 0.17% (n = 360,000); also: plate controls were buffer without enzyme for full effect and enzyme alone for no effect
SARS 3CLpro inh – SARS-CoV 3CLpro protease inhibition. inhibition, % at 6 µM. P0C6X7. AID 1706. recombinant SARS-CoV 3CLpro, quenched FRET peptide cleavage. actives 0.14% (n = 290,000); in the data active = inhibition above about 12%
Yp Topo-I inh – blocks Yersinia pestis topoisomerase I activity. Y. pestis Topo-I cleavage product accumulation, plate reader. activity, % at 10 µM. actives 0.064% (n = 360,000); in the data active = activity above about 50%, passing the limit was not always enough; inconclusive = no clear call, values can overlap the other calls; also: inactives centre near 2
PrPC TRFRET – inhibitors of human cell surface prion protein PrPC; P04156; TR-FRET read-out; inhibition, % at 13.8 µM; actives 0.43% (n = 370,000); in the data active = inhibition above about 24%; also: 0% = median of the test wells and 100% = reference compound wells
Anthrax LF prot – inhibitors of Bacillus anthracis lethal factor protease; P15917; multiplex microsphere protease cleavage assay, LF; inhibition, % at 10 µM; actives 0.12% (n = 360,000); AID 588501; also: plate controls were buffer without enzyme for full effect and enzyme alone for no effect
Target sequence (P15917 whole entry, looked up): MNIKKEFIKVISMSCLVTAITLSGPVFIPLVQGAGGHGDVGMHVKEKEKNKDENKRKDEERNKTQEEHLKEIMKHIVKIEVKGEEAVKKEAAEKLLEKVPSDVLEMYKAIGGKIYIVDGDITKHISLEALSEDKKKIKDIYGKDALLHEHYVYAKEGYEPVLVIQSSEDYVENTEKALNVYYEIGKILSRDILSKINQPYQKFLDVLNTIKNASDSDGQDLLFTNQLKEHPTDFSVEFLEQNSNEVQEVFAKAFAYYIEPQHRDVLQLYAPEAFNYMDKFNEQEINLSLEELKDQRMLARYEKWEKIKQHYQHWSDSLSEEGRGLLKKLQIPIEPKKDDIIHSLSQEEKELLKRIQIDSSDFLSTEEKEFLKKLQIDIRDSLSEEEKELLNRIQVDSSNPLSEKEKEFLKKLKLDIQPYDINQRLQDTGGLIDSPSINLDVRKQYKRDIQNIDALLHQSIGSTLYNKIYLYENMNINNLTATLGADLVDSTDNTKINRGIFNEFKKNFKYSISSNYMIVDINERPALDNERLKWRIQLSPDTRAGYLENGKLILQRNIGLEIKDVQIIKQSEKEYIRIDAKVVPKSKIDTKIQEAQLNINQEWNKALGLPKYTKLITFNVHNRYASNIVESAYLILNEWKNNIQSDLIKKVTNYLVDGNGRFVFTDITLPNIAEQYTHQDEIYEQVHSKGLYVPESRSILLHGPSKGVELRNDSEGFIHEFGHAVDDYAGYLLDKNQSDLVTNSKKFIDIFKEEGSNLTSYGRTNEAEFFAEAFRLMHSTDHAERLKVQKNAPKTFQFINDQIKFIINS
TcdB GH inh – blocks C. difficile toxin B glycohydrolase activity; P18177; TcdB glycohydrolase enzymatic assay, plate reader; inhibition, % at 9.99 µM; actives 0.24% (n = 350,000); AID 652162; in the data active = inhibition above about 10%
BH1578 lux ind – inducers of Vibrio cholerae quorum light production without autoinducers; V. cholerae BH1578 lux reporter, luminescence, 6 h; activation, % at 18.7 µM; actives 0.16% (n = 350,000); AID 588436; in the data active = activation mostly above about 9.7%, no sharp cut-off; inconclusive = no clear call, values can overlap the other calls; inactive = mostly below about 3.7%; also: not every result past the cut was called active; inactives centre near 0; reference of the scale not given here
PriA SSB inh – K. pneumoniae PriA-SSBct interaction inhibition; AlphaScreen SSBct-PriA binding, biotinylated peptide; inhibition, % at 33 µM; actives 0.6% (n = 430,000); AID 1272365; in the data active = inhibition mostly above about 37%, no sharp cut-off; inactive = mostly below about 20%;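 also: plate controls were negative control peptide for no effect and reference peptide for full effect; strong numbers were not always called active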
* = called active by the depositor; i = inactive; ? = inconclusive; · = no result given. Rule as the data show it, unless noted: active = inhibition above about 30%; inconclusive = no clear call, values can overlap the other calls; inactive = below that. Not all compounds are listed; count on the stated rates, not on these rows.

SMILES | BoNT A protease | Yp Topo-I inh | BH1578 lux ind | SARS 3CLpro inh | Anthrax LF prot | PriA SSB inh | PfHsp40 yeast | TcdB GH inh | PrPC TRFRET
Cc1cc2oc(=O)cc(-c3ccccc3)c2c(C)c1-c1ccc(C#N)cc1 | -0.5 | 20.8 | 11.9 | · | -2.1 | -3.5 | 1.9 | 1.2 | -2.0
O=S(=O)(c1ccc(F)c(F)c1F)N1CCN(C(=S)NCc2ccccc2)CC1 | -1.2 | 7.6 | -2.0 | -1.6 | 0.1 | -16.8 | 0.4 | 0.1 | 2.4
CN(C)C(=O)CN1CCN(c2nc3nonc3nc2N2CCCCC2)CC1 | -0.3 | -1.9 | 1.4 | 5.5 | 3.0 | -5.1 | 0.2 | 0.4 | -3.5
CSc1nnc(C)c(=O)n1COC(=O)COc1ccccc1F | 0.7 | -4.9 | -2.6 | 1.6 | 0.1 | -4.0 | -1.6 | -1.9 | -5.1
CCOc1ccccc1NC(=O)NCCN1CCCCC1 | · | -7.1 | -0.6 | -1.9 | · | 0.5 | -0.3 | 0.0 | 3.4
Cc1ccc(CN2CCN(/N=C/c3cc(Br)cc(Br)c3O)CC2)cc1 | -1.8 | -4.7 | -0.2 | 6.2 | -5.0 | · | -1.3 | · | 7.0
CN(C(=O)c1ccc(C#N)cc1)c1nnc(-c2cnccn2)s1 | -0.5 | -0.7 | -0.4 | -3.4 | -2.2 | -0.4 | 0.5 | 1.5 | -2.4
COc1cc(NS(=O)(=O)c2ccc(Br)cc2)c(OC)cc1NC(=O)c1ccco1 | 0.1 | -0.3 | i | 1.9 | -12.6 | 4.1 | -0.2 | · | 7.4
COC(=O)CN(c1ccccc1[N+](=O)[O-])S(=O)(=O)c1ccccc1 | 3.4 | 6.8 | -0.4 | 2.4 | -0.2 | 9.4 | -1.2 | 1.1 | -11.9
COc1ccc(CCNC(=O)C(=O)NCC2OCCN2S(=O)(=O)c2cccs2)cc1 (stereo unspecified) | 2.8 | 14.4 | -0.2 | 0.0 | 1.2 | 7.9 | 0.5 | 2.0 | 8.1
CC(=O)Nc1cccc(-c2ccnc3c2CC(C)(C(=O)Nc2ccc(F)c(Cl)c2)O3)c1 (stereo unspecified) | -0.2 | -6.2 | i | · | -5.3 | · | · | 0.4 | -3.5
CCOC(=O)/C=C1\CC(=O)Nc2cc(C)c(C)cc2N1 | -2.4 | 6.0 | -0.2 | -0.7 | -0.6 | · | -1.2 | · | -4.3
CCOC(=O)C1=C(C)NC(=S)NC1c1cccs1 (stereo unspecified) | -0.3 | -5.7 | -0.2 | 5.0 | -1.6 | 1.9 | 24.8 | · | 3.5
Cc1ccc(CSCC(=O)Nc2cc(S(=O)(=O)N3CCOCC3)ccc2OC(C)C)cc1 | 3.9 | 30.7 | -0.7 | · | 1.6 | 6.8 | 2.8 | 0.9 | -0.3
CCC(C)NC(=O)C1c2cc(OC)c(OC)cc2C(=O)N(C)C1c1ccc(OC)cc1 (stereo unspecified) | 0.6 | 4.3 | i | 0.9 | 0.2 | -8.5 | -0.1 | · | 0.8
c1ccc2c(c1)nc(N1CCOCC1)c1nncn12 | -0.3 | 0.6 | i | -2.6 | -3.6 | -15.8 | -0.4 | · | 103.7*
O=S1(=O)N=C2CCCN2C(c2ccc(F)cc2)N1 (stereo unspecified) | -0.1 | -5.0 | -0.2 | -2.6 | -2.7 | -3.2 | 0.0 | · | 5.0
O=C(NCc1ccncc1)c1nnc(Cc2c(F)cccc2Cl)o1 | -0.4 | -4.1 | i | -1.6 | -3.3 | -1.3 | -0.4 | · | 13.9
Oc1c(CN2CCCCC2)cc(COCc2ccccc2)c2cccnc12 | -1.4 | 24.2 | -3.1 | 0.7 | -11.5 | 100.4 | -0.1 | · | 22.1
COc1ccc(CCNC(=O)CN(c2ccccc2OC)S(C)(=O)=O)cc1 | ? | 4.3 | 0.2 | -1.2 | ? | -6.1 | -0.2 | · | 0.3
Oc1ccc(Cl)cc1Cc1cc(Cl)ccc1O | -0.4 | -16.3 | i | 13.0* | -2.1 | 4.5 | 234.1* | 2.8 | 1.4
COc1ccccc1C(=O)NC(CCSC)C(=O)OCC(=O)N1CCCC1=O (stereo unspecified) | 1.0 | 5.8 | i | · | 9.2 | -11.7 | -0.6 | 0.1 | -2.9
CCn1c(SCC(=O)c2ccccc2)nc2sc3c(c2c1=O)CCN(C)C3 | 28.6 | 3.9 | i | -2.1 | 3.1 | 9.2 | -0.7 | -0.1 | 2.5
CCN(CC)CCN(C(=O)c1ccc(Br)s1)c1nc2cc3c(cc2s1)OCCO3 | -0.5 | 0.9 | 2.1 | -0.2 | 2.5 | -4.3 | -0.7 | 1.9 | 0.1
Clc1ccc(-c2noc(CCCc3ccccc3)n2)cc1 | -0.2 | 4.2 | -0.7 | 3.2 | -0.4 | -32.4 | -0.3 | · | -0.9
CCn1c(SCC(=O)Nc2nncs2)nnc1-c1ccco1 | 0.2 | -3.5 | -0.3 | -2.7 | -13.7 | -11.4 | -0.3 | 0.2 | -7.4
CCC1CCCCN1C(=O)c1ccc(OC)c(OC2CCN(C(C)C)CC2)c1 (stereo unspecified) | 1.5 | 1.0 | i | 1.1 | -2.5 | -20.2 | -0.7 | 0.3 | -8.5
COCCNC(=O)C1(C)CCN(C(=O)c2ccc(F)c(C)c2)C1 (stereo unspecified) | -0.3 | 11.7 | i | · | -2.3 | · | · | 1.4 | 0.9
O=S1(=O)CC(N2CCN(Cc3ccccc3F)CC2)CN1Cc1cn(Cc2ccc(Cl)cc2)nn1 (stereo unspecified) | 0.4 | · | · | · | 6.8 | · | · | 1.7 | 11.2
COc1ccc2nc(NC(=O)CSc3nccc(C)n3)sc2c1 | 1.2 | -8.2 | i | 3.4 | 0.8 | -9.6 | -0.6 | · | 1.5

More structures follow:
SMILES | BoNT A protease | Yp Topo-I inh | BH1578 lux ind | SARS 3CLpro inh | Anthrax LF prot | PriA SSB inh | PfHsp40 yeast | TcdB GH inh | PrPC TRFRET
NC(=O)CC(NC(=O)Cc1cccc2ccccc12)c1ccc(N2CCC(N3CCCC3)CC2)c([N+](=O)[O-])c1 (stereo unspecified) | -1.0 | -5.2 | -0.6 | 2.8 | -3.9 | -3.4 | -1.9 | 1.1 | -17.2
O=C(Nc1nccs1)c1ccc(CSc2nnnn2-c2ccccc2)cc1 | -0.6 | 3.7 | -0.1 | -1.5 | -3.4 | -2.1 | -0.9 | · | 18.0
N#CC(C#N)=C1C=CC=CN1/C(=C\c1ccco1)C(=O)c1ccccc1 | 1.5 | -4.9 | -0.2 | -0.8 | 0.1 | -0.8 | -0.2 | 2.5 | 73.6*
COc1ccc(Cl)cc1NC(=O)C/C(C)=N/NC(=O)Cc1ccccc1 | 0.3 | 1.2 | 5.7 | 6.8 | -4.4 | · | -1.1 | -0.1 | 6.9
Cc1ccccc1NC(=O)c1c([N+](=O)[O-])cnn1C | 4.2 | 0.8 | i | 2.5 | 12.3 | -13.7 | 0.2 | 0.4 | -8.2
COc1ccc(CCC(=O)Nc2cccc(S(=O)(=O)N3CCCC3)c2)cc1OC | 0.7 | 10.7 | -0.3 | · | -4.0 | 7.9 | 0.1 | 0.6 | 4.1
CCOCCCNC(=O)C(c1ccc(Cl)cc1)N(Cc1cccs1)C(=O)CNC(C)=O (stereo unspecified) | -1.1 | 6.5 | -1.6 | 2.0 | -8.1 | 0.6 | 0.3 | · | -2.5
CC(C)C(c1nnnn1CCc1ccccc1)N1CCSCC1 (stereo unspecified) | -0.9 | 10.3 | -0.2 | 1.7 | -1.0 | -1.1 | 1.3 | 0.1 | -4.1
C=CCNC(=O)c1ccc(N(Cc2ccccc2)S(C)(=O)=O)cc1 | -2.0 | -1.1 | i | -2.1 | -0.6 | -6.7 | 4.9 | -0.2 | -2.7
O=C(Nc1nnc(SCCC2OCCO2)s1)C1CC(=O)N(c2ccccc2)C1 (stereo unspecified) | -1.7 | 13.7 | i | 2.1 | -0.4 | 7.2 | 1.1 | 1.8 | -4.4
COc1cccc(C2C(C(=O)Nc3ccc(C)cc3C)=C(C)Nc3ncnn32)c1OC (stereo unspecified) | 1.3 | 13.6 | -11.4 | -4.9 | -2.1 | -14.3 | -0.5 | · | -4.3
O=C(CNC(=S)N(Cc1ccccc1)Cc1ccccc1F)NCCc1ccccc1 | -0.1 | 18.2 | -0.5 | 3.3 | 0.1 | -11.6 | 2.0 | 0.0 | 2.6
CCOc1ccc(Cn2nnc(-c3ccc(S(C)(=O)=O)cc3)n2)cc1OCC | -4.2 | 3.7 | i | · | -7.6 | -10.2 | -0.6 | 0.5 | -0.1
O=C(O)CSc1nnc2n(-c3ccccc3)c(=O)c3ccccc3n12 | -1.0 | 5.0 | i | 3.0 | 2.4 | -1.3 | 0.4 | 2.4 | 5.8
COCCNC(=O)Cn1nc(Cc2ccncc2)c2ccccc2c1=O | -1.1 | 1.7 | i | 2.4 | -2.1 | -11.2 | -0.9 | -1.1 | -0.9
O=C(COC(=O)/C=C/c1ccco1)Nc1ncc(Cl)cc1Cl | -0.2 | -3.4 | -0.3 | 3.5 | -0.7 | 0.8 | -0.9 | 0.1 | -5.2
CCC1(CC)C(=O)N(C)C(=O)NC1=NC | -1.9 | 6.8 | -0.8 | -0.2 | -14.2 | -0.5 | -0.2 | 0.7 | -3.5
CCOc1ccc(Cl)cc1CNCCCSc1ncccn1 | -2.7 | 5.8 | i | 1.0 | -3.7 | -8.2 | -1.7 | 0.8 | -1.1
CCN1C(=O)C(=O)N(CC(=O)N(C)CC(=O)Nc2ccccc2C(F)(F)F)C1=O | 0.1 | 0.1 | 0.5 | · | -0.4 | -2.7 | -0.3 | 2.4 | -0.3
Cc1ccc(C(O)(c2ccccc2)c2ccccc2C(C)N(C)C)c(C)c1 (stereo unspecified) | -1.4 | 10.6 | 1.6 | 4.8 | -3.1 | 8.5 | -1.6 | · | -0.5
Cc1[nH][nH]c(=O)c1C=NCc1cccc(C(F)(F)F)c1 | 0.1 | -0.4 | 5.6 | 2.7 | -1.3 | -5.4 | -0.3 | 0.0 | -5.8
CC(=O)Nc1ccc(S(=O)(=O)NC(C(=O)O)C2=CCC=CC2)cc1 (stereo unspecified) | -0.4 | 1.3 | -1.9 | 4.3 | -2.8 | -13.4 | -1.3 | -0.2 | -7.5
CNc1nc(NC)nc(NNC(=O)c2ccccc2)n1 | 0.3 | 2.7 | i | · | -2.3 | -2.2 | -0.8 | 1.2 | -1.9
CC(C)CC(NC(N)=O)C(=O)OCC(=O)Nc1ccc(OC(F)F)cc1 (stereo unspecified) | -0.6 | -4.0 | i | 3.6 | -2.7 | 2.5 | 0.0 | 0.6 | -2.1
CCc1nnc(NC(=O)C2=CCN(S(=O)(=O)c3ccc(F)cc3)CC2)s1 | -0.7 | -3.7 | 5.9 | 4.6 | -2.1 | -0.5 | -0.7 | 1.4 | -1.8
CCn1ncc(N2CCOCC2)c(Cl)c1=O | 0.7 | -4.2 | i | -5.0 | -10.3 | -4.6 | -0.7 | 0.3 | 6.6

6 entries from above, with two lines to a compound.
Values in the order – BoNT A protease, Yp Topo-I inh, BH1578 lux ind, SARS 3CLpro inh, Anthrax LF prot, PriA SSB inh, PfHsp40 yeast, TcdB GH inh, PrPC TRFRET
- CCc1nnc(NC(=O)C2=CCN(S(=O)(=O)c3ccc(F)cc3)CC2)s1
→ -0.7, -3.7, 5.9, 4.6, -2.1, -0.5, -0.7, 1.4, -1.8
- O=C(Nc1nnc(SCCC2OCCO2)s1)C1CC(=O)N(c2ccccc2)C1 (stereo unspecified)
→ -1.7, 13.7, i, 2.1, -0.4, 7.2, 1.1, 1.8, -4.4
- Cc1[nH][nH]c(=O)c1C=NCc1cccc(C(F)(F)F)c1
→ 0.1, -0.4, 5.6, 2.7, -1.3, -5.4, -0.3, 0.0, -5.8
- O=C(O)CSc1nnc2n(-c3ccccc3)c(=O)c3ccccc3n12
→ -1.0, 5.0, i, 3.0, 2.4, -1.3, 0.4, 2.4, 5.8
- CC(C)C(c1nnnn1CCc1ccccc1)N1CCSCC1 (stereo unspecified)
→ -0.9, 10.3, -0.2, 1.7, -1.0, -1.1, 1.3, 0.1, -4.1
- CCN1C(=O)C(=O)N(CC(=O)N(C)CC(=O)Nc2ccccc2C(F)(F)F)C1=O
→ 0.1, 0.1, 0.5, ·, -0.4, -2.7, -0.3, 2.4, -0.3
